# Screening results deposited in PubChem BioAssay by several laboratories.
# TRPC6 inhibitor – blocks the mouse TRPC6 cation channel; HEK293-TRPC6, membrane potential dye, ACh-evoked depolarization; stronger effect = lower value; B-score at 10 µM; AID 2553; 310,000 tested, 1.1% active;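 active = B-score under library mean minus 3 SD, initial fluorescence not abnormally high, positive integrated signal ratio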;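 note: B-score derived from integrated fluorescence ratio over the kinetic read; more negative B-score means stronger inhibition of depolarization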
# MrgX1 antag – human MrgX1 receptor antagonism, primary screen. 310,000 tested, 1.3% active. AID 588676. MRGX1-HEK293 calcium flux, Fluo-4, BAM8-22 antagonism; stronger effect = lower value. B-score at 10 µM;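 active = calcium-response B-score plate-corrected more than 3 library SD below zero, starting fluorescence within 5 deviations, no agonist response on first addition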;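 note: peak minus trough fluorescence over baseline after final BAM8-22 challenge near maximal dose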
# Target sequence (Q96LB2 whole entry, looked up): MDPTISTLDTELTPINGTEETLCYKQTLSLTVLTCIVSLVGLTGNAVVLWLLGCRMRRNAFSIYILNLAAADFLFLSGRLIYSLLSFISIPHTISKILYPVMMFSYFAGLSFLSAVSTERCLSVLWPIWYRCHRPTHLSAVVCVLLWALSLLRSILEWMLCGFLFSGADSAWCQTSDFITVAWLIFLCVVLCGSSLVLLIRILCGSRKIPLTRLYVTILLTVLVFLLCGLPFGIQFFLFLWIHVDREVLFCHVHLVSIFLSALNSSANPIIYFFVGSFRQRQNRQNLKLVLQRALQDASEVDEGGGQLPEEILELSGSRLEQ
# SKKanGAS inh – SKKanGAS growth inhibition; S. pyogenes SKKanGAS, kanamycin growth, BacTiter-Glo, 6 h; inhibition, % at 7.5 µM; 300,000 tested, 1.3% active;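 active = mean replicate score, as percent of positive control median, at least 50; inconclusive = mean below 50 but one replicate at or above 50; inactive = mean and every replicate below 50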;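 note: strain carries kanamycin resistance gene driven by streptokinase promoter and grows in 40 µg/ml kanamycin; loss of luminescence reflects streptokinase promoter inhibition or plain growth inhibition; 0% = median of DMSO wells and 100% = positive control at its reference dose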
# MrgX1 agonist – human MrgX1 receptor agonism, primary screen. Q96LB2. B-score at 10 µM. 310,000 tested, 0.44% active. AID 588627. MrgX1-HEK293 cells, Fluo-4 calcium fluorescence, agonist mode; stronger effect = higher value;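 active = calcium response B-score plate-corrected fluorescence ratio at least 3 library SD, with starting fluorescence B-score inside 5 SD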
#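 times = overnight plating, then 30 min 37 °C plus 30 min room-temperature dye loading | assay system = stable human MrgX1 HEK293 cell line | input = fifteen thousand cells per well | signal = kinetic calcium dye fluorescence, Fluo-4 NW | dosing = compound delivered in addition one of three | read-out = B-scored fluorescence response ratio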
# HDAC3 inhib – human HDAC3 inhibition; O15379; recombinant HDAC3, fluorogenic peptide/trypsin coupled, fluorescence; inhibition, % at 8.3 µM; 320,000 tested, 0.15% active; AID 2718; in the data active = inhibition above about 26%, passing the limit was not always enough; inconclusive = no clear call, values can overlap the other calls
# Target sequence (O15379 whole entry, looked up): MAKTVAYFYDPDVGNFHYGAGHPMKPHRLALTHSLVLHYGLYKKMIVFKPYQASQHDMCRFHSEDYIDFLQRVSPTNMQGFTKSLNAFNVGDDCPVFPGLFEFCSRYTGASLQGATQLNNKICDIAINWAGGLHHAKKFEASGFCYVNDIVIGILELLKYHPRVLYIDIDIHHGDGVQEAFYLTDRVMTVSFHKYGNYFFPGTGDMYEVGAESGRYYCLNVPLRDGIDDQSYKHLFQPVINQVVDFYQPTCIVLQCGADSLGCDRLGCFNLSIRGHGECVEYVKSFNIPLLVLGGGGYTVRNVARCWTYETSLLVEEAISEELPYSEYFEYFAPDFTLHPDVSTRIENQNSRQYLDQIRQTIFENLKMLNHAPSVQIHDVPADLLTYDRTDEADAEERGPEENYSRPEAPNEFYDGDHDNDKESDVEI
# RGS4 block – inhibitors of human RGS4 | P49798 | HEK293 M3R/RGS4 inducible, Fluo-4 calcium flux; stronger effect = higher value; triggered by carbachol at its EC20 | B-score at 10 µM | 310,000 tested, 0.45% active | AID 463165;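 active = B-score, a plate-corrected calcium signal, over three deviations above library mean, with baseline fluorescence within five deviations of library mean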;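 note: RGS4 expression induced by doxycycline in cells with stable M3 receptor; B-score is computed from the integrated fluorescence ratio over baseline after carbachol; higher B-score means a larger calcium signal and so more RGS4 inhibition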
# Target sequence (P49798 whole entry, looked up): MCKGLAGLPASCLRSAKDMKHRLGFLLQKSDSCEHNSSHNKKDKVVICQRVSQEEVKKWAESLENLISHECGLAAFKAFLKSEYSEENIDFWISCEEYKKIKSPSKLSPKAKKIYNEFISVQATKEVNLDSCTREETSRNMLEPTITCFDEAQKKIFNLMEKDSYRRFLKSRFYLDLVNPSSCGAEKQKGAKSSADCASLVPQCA
# MrgX1 allo act – human MrgX1 positive allosteric modulation, primary screen | MrgX1-HEK293, Fluo-4 calcium flux, FDSS; stronger effect = higher value | 310,000 tested, 0.63% active | Q96LB2 | B-score at 10 µM;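 active = plate-corrected calcium response at least 3 library SD above typical, normal starting fluorescence, not activating the receptor alone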;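 note: compound read alongside a low EC10 to EC30 dose of BAM8-22 agonist; peak minus trough fluorescence over baseline measured at the second addition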
# RGS4 act – RGS4 potentiation or activation; AID 463111; HEK293 M3R/inducible RGS4, carbachol calcium flux Fluo4; stronger effect = lower value; 310,000 tested, 0.92% active; B-score at 10 µM;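 active = B-score of the integrated calcium signal more than 4 SD below the library mean, with starting fluorescence not abnormally high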;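 note: negative B-score means reduced calcium response which marks RGS4 activation or potentiation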
#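 test system = M3R-expressing HEK293 line, RGS4 induced by doxycycline | probe or stimulus = carbachol at ECmax as muscarinic agonist stimulus | timing = dye loading 30 min 37 °C, buffer rest 30 min RT | signal = calcium dye Fluo4 fluorescence | evaluation = B score from integrated fluorescence ratio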
# ANO1 block – blocks the mouse calcium-activated chloride channel TMEM16A | Q8BHY3 | HEK293 TMEM16A/YFP iodide influx fluorescence, ionomycin | normalized B-score (activity score, 25-100; higher = stronger inhibition) at 10 µM | 310,000 tested, 1.2% active;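 active = ratio plate-corrected score three or more library SD toward inhibition, starting fluorescence score within five deviations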;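 note: score derived from kinetic fluorescence span divided by baseline fluorescence per well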
# TMEM16A act – activators or potentiators of mouse TMEM16A chloride channel | Q8BHY3 | HEK293 TMEM16A/YFP-H148Q/I152L, iodide quench fluorescence; stronger effect = lower value | B-score at 10 µM | 340,000 tested, 0.3% active;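 active = fluorescence-ratio B-score plate-corrected deviation score at least 3 library SD below zero, with starting fluorescence score within 5 deviations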;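 note: channel opened by trigger with iodide after compound preincubation; score built on the fluorescence ratio of max minus min over baseline; more negative score means more quench and so TMEM16A activation or potentiation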
# TRPC6 act – activates the mouse TRPC6 cation channel; HEK293-TRPC6 membrane potential dye fluorescence; stronger effect = higher value; B-score at 10 µM; Q61143; 310,000 tested, 0.13% active;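 active = B-score of the integrated fluorescence ratio above library mean plus 3 SD, and starting fluorescence ratio within library mean plus 5 SD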;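 note: higher score means more depolarization so channel activation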
# Numbers without * were called inactive; i = inactive; ? = inconclusive; · = not tested or not shown.
# Sequence of screens – TRPC6 inhibitor | MrgX1 antag | SKKanGAS inh | MrgX1 agonist | HDAC3 inhib | RGS4 block | MrgX1 allo act | RGS4 act | ANO1 block | TMEM16A act | TRPC6 act
- CCOC(=O)CS(=O)(=O)c1ccc(O)cc1
  i | i | 1 | i | -4 | i | i | i | i | i | i
- O=C(O)Cn1nnnc1SCC(=O)Nc1ccc(F)cc1F
  i | i | -5 | i | 2 | i | i | i | i | i | i
- O=C(Nc1ccc(S(=O)(=O)Nc2ccccc2)cc1)c1ccc(CN2CCOCC2)cc1
  i | -4.6* | 0 | i | 2 | i | i | i | i | i | i
- CC/C(C)=C1\SC(N2CCN(c3cccc(C(F)(F)F)c3)CC2)=NC1=O
  i | i | 16 | i | 5 | i | i | i | i | i | i
- COC(=O)c1ccc(CSc2ccc3nnc(-c4ccccn4)n3n2)o1
  i | i | -2 | i | 4 | i | i | i | i | i | i
- CCN(CC)C(=O)CSc1nnc([C@@H](N)Cc2ccccc2)o1
  i | i | 1 | i | -12 | i | i | i | i | i | i
- CCCOC1CCCN(C(=O)CCCn2nnnc2CN2CCOCC2)C1 (stereo unspecified)
  i | i | -7 | i | -1 | i | i | i | i | i | i
- Cc1c(C(=O)N(Cc2nccn2C)C(C)C)oc2c(F)cccc12
  i | i | 1 | i | ? | i | i | i | i | i | i
- Cc1ccc(S(=O)(=O)c2cn(C)c3cc(N4CCN(C)CC4)c(F)cc3c2=O)cc1
  i | i | -5 | i | -36 | i | i | i | i | i | i
- O=C1NC(Nc2nccs2)(C(F)(F)F)C(=O)N1CCc1ccccc1 (stereo unspecified)
  i | i | 0 | i | 5 | i | i | i | i | i | i
- CCOC(=O)C(C#N)=C1CCN(Cc2ccccc2)CC1
  i | i | 5 | i | -6 | i | i | i | i | i | i
- N/C(=N\OC(=O)c1ccc(Br)cc1)c1ccncc1
  i | i | -21 | i | 1 | i | i | i | i | i | i
- Cc1ccccc1-n1c(SCC(=O)NCc2cccs2)nc2ccccc2c1=O
  i | i | -13 | i | -9 | i | i | i | i | i | i
- COc1cccc(NC(=O)N2CCCC2C(=O)NC2CCCC2)c1 (stereo unspecified)
  i | i | 3 | i | -3 | i | i | i | i | i | i
- Cc1cccc(CCNS(=O)(=O)c2ccc3c(c2)n(C)c(=O)c(=O)n3C)c1
  i | i | -5 | i | 9 | i | i | i | i | i | i
- O=S(=O)(c1ccc(OCC(O)CN2CCN(c3ccccc3Cl)CC2)cc1)N1CCOCC1 (stereo unspecified)
  i | i | -6 | i | -2 | i | i | i | i | i | i
- CCOn1c(=O)c(-c2cccc3ccccc23)[n+]([O-])c2ccccc21
  i | i | -16 | i | -10 | i | i | i | i | i | i
- COc1cc(CN2CCC(n3nccc3NC(=O)CCCc3ccccc3)CC2)ccc1F
  i | i | -4 | i | 10 | i | i | i | 25* | i | i
- CCCCN(C)C(=O)C1CCN(c2ccc(S(=O)(=O)N3CCOCC3)cc2[N+](=O)[O-])CC1
  i | i | -4 | i | -1 | i | i | i | i | i | i
- O=C(O)[C@H](Cc1ccccc1)NC(=O)N1CCOCC1
  i | i | -6 | i | 4 | i | i | i | i | i | i
- CCOC(=O)N1CCC(NC(=O)C2CCN(C(=O)c3cc4sccc4n3CC)CC2)CC1
  i | i | -7 | i | 1 | i | i | i | i | i | i
- COc1cc(CNC(=O)C2CCCN2S(=O)(=O)c2ccccc2)cc(OC)c1OC (stereo unspecified)
  i | i | 3 | i | -6 | i | i | i | i | i | i
- CCOC(=O)CN1C(=O)N[C@H](c2ccc(Br)cc2)C(C(C)=O)=C1C
  i | i | 2 | i | 0 | i | i | i | i | i | i
- O=C(CSc1nnc(CN2CCOCC2)n1-c1ccccc1)Nc1ccc(Cl)cc1
  i | i | -5 | i | -2 | i | i | i | i | i | i
- CCC(C)c1ccccc1NC(=O)COC(=O)c1ccc(N2CCCC2)c([N+](=O)[O-])c1 (stereo unspecified)
  i | i | 14 | i | 1 | i | i | i | i | i | i
- COc1ccccc1NC(=S)NN1CCN(C)CC1
  i | i | -1 | i | -4 | i | i | i | i | i | i
- COC(=O)c1ccccc1NC(=O)CSc1nc(O)c(-c2ccccc2)c(=O)[nH]1
  i | i | -1 | i | 3 | i | i | i | i | i | i
- CNC(=S)N1CCN=C1Nc1nc(C)cc(C)n1
  i | i | -7 | i | 0 | i | i | i | i | i | i
- CSc1ccccc1OCc1cc(C(=O)N2CCSCC2)no1
  i | i | 5 | i | -2 | i | i | i | i | i | i
- CC[n+]1c(/C=C/Nc2ccccc2)oc2ccc(OC)cc21
  -5.5* | -7.4* | 0 | i | 7 | i | i | i | i | i | i

# Structures listed so far that have a halogen, in the order listed:
# Sequence of screens – TRPC6 inhibitor | MrgX1 antag | SKKanGAS inh | MrgX1 agonist | HDAC3 inhib | RGS4 block | MrgX1 allo act | RGS4 act | ANO1 block | TMEM16A act | TRPC6 act
- O=C(O)Cn1nnnc1SCC(=O)Nc1ccc(F)cc1F
  i | i | -5 | i | 2 | i | i | i | i | i | i
- CC/C(C)=C1\SC(N2CCN(c3cccc(C(F)(F)F)c3)CC2)=NC1=O
  i | i | 16 | i | 5 | i | i | i | i | i | i
- Cc1c(C(=O)N(Cc2nccn2C)C(C)C)oc2c(F)cccc12
  i | i | 1 | i | ? | i | i | i | i | i | i
- Cc1ccc(S(=O)(=O)c2cn(C)c3cc(N4CCN(C)CC4)c(F)cc3c2=O)cc1
  i | i | -5 | i | -36 | i | i | i | i | i | i
- O=C1NC(Nc2nccs2)(C(F)(F)F)C(=O)N1CCc1ccccc1 (stereo unspecified)
  i | i | 0 | i | 5 | i | i | i | i | i | i
- N/C(=N\OC(=O)c1ccc(Br)cc1)c1ccncc1
  i | i | -21 | i | 1 | i | i | i | i | i | i
- O=S(=O)(c1ccc(OCC(O)CN2CCN(c3ccccc3Cl)CC2)cc1)N1CCOCC1 (stereo unspecified)
  i | i | -6 | i | -2 | i | i | i | i | i | i
- COc1cc(CN2CCC(n3nccc3NC(=O)CCCc3ccccc3)CC2)ccc1F
  i | i | -4 | i | 10 | i | i | i | 25* | i | i
- CCOC(=O)CN1C(=O)N[C@H](c2ccc(Br)cc2)C(C(C)=O)=C1C
  i | i | 2 | i | 0 | i | i | i | i | i | i
- O=C(CSc1nnc(CN2CCOCC2)n1-c1ccccc1)Nc1ccc(Cl)cc1
  i | i | -5 | i | -2 | i | i | i | i | i | i

# The listing continues.
# Sequence of screens – TRPC6 inhibitor | MrgX1 antag | SKKanGAS inh | MrgX1 agonist | HDAC3 inhib | RGS4 block | MrgX1 allo act | RGS4 act | ANO1 block | TMEM16A act | TRPC6 act
- COC(=O)c1sccc1NS(=O)(=O)c1ccc(F)cc1F
  i | -4.7* | -2 | i | -2 | i | i | i | i | i | i
- O=C(NCc1ccc(F)cc1)C1CCCN1C(=O)Nc1ccccc1 (stereo unspecified)
  i | i | 4 | i | 2 | i | i | i | i | i | i
- COc1cccc(NC(=O)COC(=O)CCCC2=NS(=O)(=O)c3ccccc3N2)c1
  i | i | -8 | i | 0 | i | i | i | i | i | i
- N#C/C(=C\c1ccc(-c2cccc(C(F)(F)F)c2)o1)C(=O)Nn1cnnc1
  i | i | 0 | i | 3 | i | i | i | i | i | i
- O=C(CCc1ccccc1)N=C1SC2CS(=O)(=O)CC2N1c1ccccc1F (stereo unspecified)
  i | i | -3 | i | -2 | i | i | i | i | i | i
- COc1ccc(C2C(C#N)=C(N)N3C(=C2C#N)Sc2ccccc23)cc1 (stereo unspecified)
  · | i | · | i | -4 | · | i | · | i | · | ·
- COc1cc2nc3c4ccccc4n(CC#N)c3nc2cc1OC
  i | · | 14 | · | · | i | · | i | · | · | i
- Cc1ccc(S(=O)(=O)N(C)CC(=O)O/N=C(\N)c2cccc(Br)c2)cc1
  i | i | 0 | i | 3 | i | i | i | i | -14* | i
- CCc1ccc(OS(=O)(=O)c2cn(C)c(=O)n(C)c2=O)cc1
  i | i | 1 | i | 5 | i | i | i | i | i | i
- COC(=O)c1c(NC(=O)c2ccccc2)sc2c1CC(C)(C)OC2
  i | i | -3 | i | 0 | i | i | i | i | i | i
- O=C(CSc1nncn1-c1ccccc1)Nc1ccc(F)cc1F
  i | i | -3 | i | -4 | i | i | i | i | i | i
- COc1ccccc1CNC(=O)Cn1c(=O)c2cccn2c2cccnc21
  i | i | -6 | i | 2 | i | i | i | i | i | i
- CN1C(=O)N(C)C(c2ccccc2Cl)C2=C1CC(C)(C)CC2=O (stereo unspecified)
  i | i | 7 | i | 3 | i | i | i | i | i | i
- CCn1cc(CN2CCC(n3nccc3NC(=O)c3cccc(F)c3)CC2)c(C)n1
  i | i | -6 | i | -1 | i | i | i | i | i | i
- O=C(C1CC1)N1N=C(c2ccc(Br)cc2)CC1(O)C(F)(F)F (stereo unspecified)
  i | i | 10 | i | -7 | i | i | i | i | i | i
- COc1ccc(Br)cc1CNC(=O)CCc1nc(-c2ccccc2F)no1
  i | i | -9 | i | 9 | i | i | i | i | i | i
- Cc1c(C(=O)N2CCOCC2)oc2c1C(=O)CC(C)(C)C2
  i | i | -17 | i | -3 | i | i | i | i | i | i
- CCCS(=O)(=O)c1nc(S(=O)(=O)c2ccc(C)cc2)c(N2CCN(CC)CC2)s1
  i | i | 1 | i | -2 | i | i | i | i | i | i
- CNC(=O)COc1ccccc1C(=O)Nc1ccc2c(c1)oc1ccccc12
  i | i | 1 | i | -1 | i | i | i | i | i | i
- CC1=NN(CCC#N)C(=O)/C1=C/c1ccc(N(C)C)cc1
  i | i | -4 | i | 1 | i | i | i | i | i | i
- CC(=O)N1CCc2cc(S(=O)(=O)N3CCc4ccccc4C3)ccc21
  i | i | -2 | i | 4 | i | i | i | i | i | i
- CCCS(=O)(=O)N1CCN(C(=O)c2cccs2)CC1
  i | i | -3 | i | 2 | i | i | i | i | i | i
